ANO1 activ: activates or potentiates the mouse TMEM16A chloride channel. HEK293 TMEM16A/YFP-H148Q/I152L, iodide quench fluorescence; stronger effect = lower value. actives 0.3% (n = 340,000). B-score at 10 µM;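 active means fluorescence-ratio B-score plate-corrected deviation score at least 3 library SD below zero, with starting fluorescence score within 5 deviations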;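 further: channel opened by trigger with iodide after compound preincubation; score built on the fluorescence ratio of max minus min over baseline; more negative score means more quench and so TMEM16A activation or potentiation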
MrgX1 allo act: allosterically activates human MrgX1 receptor signaling; MrgX1-HEK293, Fluo-4 calcium flux, FDSS; stronger effect = higher value; B-score at 10 µM; actives 0.63% (n = 310,000); AID 588675;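 active means plate-corrected calcium response at least 3 library SD above typical, normal starting fluorescence, not activating the receptor alone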;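 further: compound read alongside a low EC10 to EC30 dose of BAM8-22 agonist; peak minus trough fluorescence over baseline measured at the second addition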
Target sequence (Q96LB2 whole entry, looked up): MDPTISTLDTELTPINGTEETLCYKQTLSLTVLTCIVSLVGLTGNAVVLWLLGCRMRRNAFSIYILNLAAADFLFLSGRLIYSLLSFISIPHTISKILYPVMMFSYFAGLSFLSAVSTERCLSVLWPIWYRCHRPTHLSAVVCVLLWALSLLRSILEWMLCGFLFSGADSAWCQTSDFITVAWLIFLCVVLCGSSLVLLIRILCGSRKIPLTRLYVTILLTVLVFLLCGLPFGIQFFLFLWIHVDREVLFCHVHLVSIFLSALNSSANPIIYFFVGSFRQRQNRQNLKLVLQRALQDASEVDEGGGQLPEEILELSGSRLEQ
MrgX1 ag: agonists of human MrgX1 receptor; Q96LB2; MrgX1-HEK293 cells, Fluo-4 calcium fluorescence, agonist mode; stronger effect = higher value; B-score at 10 µM; actives 0.44% (n = 310,000);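 active means calcium response B-score plate-corrected fluorescence ratio at least 3 library SD, with starting fluorescence B-score inside 5 SD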
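Material: MrgX1-expressing HEK293 cells / Dosing: compound as first of three additions / Incubation: overnight seeding, then 1 h dark dye loading / Signal: Fluo-4 NW calcium fluorescence / Evaluation: B-scored fluorescence response ratio / Benchmarks: positive and negative control wells on each plate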
TRPC6 inhibitor: mouse TRPC6 channel inhibition; B-score at 10 µM; Q61143; HEK293-TRPC6, membrane potential dye, ACh-evoked depolarization; stronger effect = lower value; actives 1.1% (n = 310,000);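 active means B-score under library mean minus 3 SD, initial fluorescence not abnormally high, positive integrated signal ratio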;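 further: B-score derived from integrated fluorescence ratio over the kinetic read; more negative B-score means stronger inhibition of depolarization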
TRPC4 inh: blocks the mouse TRPC4 cation channel; Q9QUQ5; HEK293 TRPC4beta/mu-opioid, DAMGO-evoked Fluo4 calcium flux; stronger effect = lower value; B-score at 10 µM; actives 0.39% (n = 300,000); AID 2247;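 active means B-score over 3 SD under the library average, no early fluorescence shift, positive overall ratio signal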
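Assay system: Stable TRPC4beta/mu-opioid receptor HEK293 cells | Reagent: DAMGO in two steps, submaximal then maximal | Compound dosing: Single concentration per test compound | Signal: Fluo4 Ca2+ flux fluorescence | Evaluation: Per-well B score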
TRPC4 agonist: activators of mouse TRPC4 channel | Q9QUQ5 | HEK293 TRPC4beta/mu-opioid, Fluo4 calcium fluorescence; stronger effect = higher value | B-score at 10 µM | actives 0.49% (n = 310,000) | AID 2237;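 active means B-score above 5 SD of library B-scores, and initial fluorescence ratio not above library mean plus 5 SD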;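 further: positive B-score marks a calcium rise read as TRPC4 activation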
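Material: HEK293 stable line with TRPC4beta plus mu-opioid receptor; technique: Fluo4 calcium-sensitive dye fluorescence, kinetic, 1 Hz baseline; timing: Fluo4 dye loading 45 min at room temperature, 110 s recording; controls: assay buffer as low control, maximal DAMGO as high control; read-out: integrated baseline-normalised fluorescence ratio, converted to per-well B score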
MrgX1 antagonist: antagonists of human MrgX1 receptor; Q96LB2; MRGX1-HEK293 calcium flux, Fluo-4, BAM8-22 antagonism; stronger effect = lower value; B-score at 10 µM; actives 1.3% (n = 310,000); AID 588676;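 active means calcium-response B-score plate-corrected more than 3 library SD below zero, starting fluorescence within 5 deviations, no agonist response on first addition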;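 further: peak minus trough fluorescence over baseline after final BAM8-22 challenge near maximal dose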
SKKanGAS inh: inhibitors of SKKanGAS S. pyogenes growth in kanamycin (SK-promoter or general growth effect). BacTiter-Glo, 6 h. inhibition, % at 7.5 µM. actives 1.3% (n = 300,000). AID 1662;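 active means mean replicate score, as percent of positive control median, at least 50; inconclusive means mean below 50 but one replicate at or above 50; inactive means mean and every replicate below 50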;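 further: strain carries kanamycin resistance gene driven by streptokinase promoter and grows in 40 µg/ml kanamycin; loss of luminescence reflects streptokinase promoter inhibition or plain growth inhibition; 0% = median of DMSO wells and 100% = positive control at its reference dose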
TRPC6 activator: mouse TRPC6 channel activation; HEK293-TRPC6 membrane potential dye fluorescence; stronger effect = higher value; B-score at 10 µM; actives 0.13% (n = 310,000);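 active means B-score of the integrated fluorescence ratio above library mean plus 3 SD, and starting fluorescence ratio within library mean plus 5 SD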;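 further: higher score means more depolarization so channel activation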
TMEM16A inh: inhibitors of mouse TMEM16A calcium-activated chloride channel | Q8BHY3 | actives 1.2% (n = 310,000) | normalized B-score (activity score, 25-100; higher = stronger inhibition) at 10 µM | HEK293 TMEM16A/YFP iodide influx fluorescence, ionomycin;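 active means ratio plate-corrected score three or more library SD toward inhibition, starting fluorescence score within five deviations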;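 further: score derived from kinetic fluorescence span divided by baseline fluorescence per well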
TRPC4 potent: allosterically enhances the mouse TRPC4 cation channel | HEK293 TRPC4beta/mu-opioid, DAMGO EC20, Fluo-4 Ca2+ flux; stronger effect = higher value | B-score at 10 µM | actives 0.42% (n = 310,000);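 active means B-score of calcium response area above 5 SD of library B-scores, with initial fluorescence ratio within 5 SD of library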;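 further: B-score of integrated fluorescence ratio over time as area under calcium response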
* = called active by the depositor; i = inactive; ? = inconclusive; nt = not tested or not shown.

molecule,MrgX1 allo act,TRPC6 inhibitor,TRPC4 potent,TMEM16A inh,TRPC6 activator,MrgX1 antagonist,MrgX1 ag,SKKanGAS inh,TRPC4 inh,TRPC4 agonist,ANO1 activ
COc1ccc(C2=CC(=O)OC(C)(c3ccccc3)O2)cc1 (configuration not stated),i,i,i,i,i,i,i,-4,i,i,i
O=C(COC(=O)CCc1c[nH]c2ccccc12)Nc1cc([N+](=O)[O-])ccc1Cl,i,i,i,i,i,i,i,-10,i,i,i
COc1cccc(C(=O)Oc2ccc3ccc(O)cc3c2)c1,i,i,i,i,i,i,i,-3,i,i,nt
CCCCn1c(N)c(N(CC)C(=O)CSc2nnc(-c3ccco3)n2CC)c(=O)[nH]c1=O,i,i,i,i,i,i,i,-3,i,i,i
CC(=O)N[C@@H](Cc1c[nH]c2ccccc12)C(=O)OCC(=O)Nc1ccc(Cl)c(S(=O)(=O)N(C)C)c1,i,i,i,i,i,i,i,-4,i,i,i
Cc1cccc2[nH]c(CN(C)C(=O)C3CCC(=O)N(C4CC4)C3)nc12 (configuration not stated),i,i,i,i,i,i,i,-3,i,i,i
COc1ccc(C(=O)NCCSCc2ccccc2C)cc1,i,i,i,i,i,i,i,-5,i,i,i
CN(C)S(=O)(=O)N1CCN(C(=O)c2cccs2)CC1,i,i,i,i,i,i,i,2,i,i,i
CCOc1ccc(NC(=O)c2ccccc2O)cc1,i,i,i,i,i,i,i,2,i,i,i
C=CCn1c(N)c(C(=O)NC2CCCCC2)sc1=S,i,i,i,i,i,i,i,15,i,i,i
CCOc1ccc(NC(=O)CC2C(=O)N(C)C(=S)N2CCCc2ccccc2)cc1 (configuration not stated),i,i,i,i,i,i,i,2,i,i,i
N#CCCn1nc(-c2ccccc2)cc1-n1c(C(F)(F)F)nc2ccccc21,i,i,i,i,i,i,i,0,i,i,i
O=C(COc1cccc(Cl)c1)Nc1ccc(N2CCOCC2)cc1,i,i,i,i,i,i,i,9,i,i,i
CC(C)N1CCc2c(sc(NC(=O)c3ccc([N+](=O)[O-])o3)c2C(N)=O)C1,i,i,i,i,i,i,i,?,i,i,i
CC(=O)Nc1nonc1-c1nc2ccccc2n1C,i,i,i,i,i,i,i,-8,i,i,i
C/C(=N/OC(=O)c1ccc(Br)cc1)c1ccc(C)cc1,i,i,i,i,i,i,i,-8,i,i,i
O=C(CCc1nc(-c2ccccc2F)no1)NCCN1CCOCC1,i,i,i,i,i,i,i,nt,i,i,i
CCC(Oc1ccccc1)C(=O)Nc1ccccc1C(=O)N1CCOCC1 (configuration not stated),i,i,i,i,i,i,i,-2,i,i,i
O=C(Nc1ccccc1C(=O)Nc1ccccc1C(=O)NCc1ccco1)c1ccco1,i,i,i,i,i,i,i,39,i,i,i
Cc1cc(C)cc(N=Cc2[nH]c3ccc(Br)c(Cl)c3c2O)c1,i,i,11*,i,36*,i,39*,11,i,i,i
COc1cc(O)c(C(CCN2CCN(c3ccccc3)CC2)c2cc(OC)c(OC)c(OC)c2)c(OC)c1 (configuration not stated),i,i,i,i,i,i,i,-1,i,i,i
Cc1cccc(-n2cc(-c3ccccc3)c3c(N4CCOCC4)ncnc32)c1,i,i,i,i,i,i,i,16,i,i,i
CCn1c(COc2ccc(C)cc2)nnc1SCC(=O)NCc1ccco1,i,i,i,i,i,i,i,5,i,i,i
Cc1ccc2c(c1)sc1nc(=O)ccn12,i,i,i,i,i,i,i,-5,i,i,i
CC(=O)Cc1nsc(NC(=O)c2ccccc2)n1,i,i,i,i,i,i,i,9,i,i,i
CS(=O)(=O)N(CC(=O)N1CCN(c2ccccc2F)CC1)c1ccc2c(c1)OCCO2,i,i,i,i,i,i,i,4,i,i,i
CCO/C=N/c1c(C#N)c2c(c(=S)n1C)COC(C)(C)C2,i,i,i,i,i,i,i,3,i,i,i
Cc1ccc(NC(=O)CNC(=O)c2ccco2)cc1,i,i,i,i,i,i,i,2,i,i,i
Cc1cccc(NS(=O)(=O)c2c(C(=O)N3CCOCC3)c(C)n(C)c2C)c1C,i,i,i,i,i,i,i,-3,i,i,i
CCc1nnc(NC(=O)CCS(=O)(=O)c2ccc(C)cc2)s1,i,i,i,i,i,i,i,7,i,i,i
CCN1CCN(c2ccc(S(=O)(=O)N3CCCCC3)cc2NC(=O)C(C)Oc2ccc(F)cc2)CC1 (configuration not stated),i,i,i,i,i,i,i,1,i,96*,i
CNC(=O)c1c(NC(=O)c2cccc(N3C(=O)CCC3=O)c2)sc2c1CCC2,i,i,i,i,i,i,i,3,i,i,i
COc1ccccc1C(c1nnnn1CS(=O)(=O)c1ccc(C)cc1)N1CCSCC1 (configuration not stated),i,i,i,i,i,i,i,-1,i,i,i
CC(=O)c1ccccc1OC(=O)c1ccc([N+](=O)[O-])o1,i,i,i,i,i,i,i,-1,i,i,i
O=C(/C=C/c1ccccc1)OCCN1C(=O)c2ccccc2C1=O,i,i,i,i,i,i,i,-14,i,i,i
CCOc1ccccc1CNC(=O)c1cc2occc2n1C,i,i,i,i,i,i,i,-1,i,i,i
O=C(CCC1CCN(Cc2ccc(Cl)cc2)CC1)NC1CC1,i,i,i,i,i,i,i,-12,i,i,i
CCOC(=O)c1c(CSc2ccccc2)n(C)c2ccc(O)c(CN3CCOCC3)c12,i,-5.5*,i,i,i,i,i,5,i,i,i
CCOC(=O)C1(Cc2ccc(OC)cc2)CCN(C(=O)c2cncs2)CC1,i,i,i,i,i,i,i,-6,i,i,i
CCCNS(=O)(=O)c1ccc(CCC(=O)NCCc2ccc(OC)c(OC)c2)cc1,i,i,i,i,i,i,i,-6,i,i,i
CC(OC(=O)c1ccc(-n2cnnn2)cc1)C(=O)NCc1ccccc1 (configuration not stated),i,i,i,i,i,i,i,-8,i,i,i
COc1cc2c(cc1OC)C(C)N(C(=O)C1COc3ccccc3O1)CC2 (configuration not stated),i,i,i,i,i,i,i,-12,i,i,i
Cc1ccc(Cl)cc1N1CCN(C(=O)C(C)n2ncn3cccc3c2=O)CC1 (configuration not stated),i,i,i,i,i,i,i,-10,i,i,i
FC(F)(F)c1ccccc1NC(=S)Nc1ccccc1,i,i,i,i,i,i,i,2,i,i,i
COc1ccc(S(=O)(=O)N2CCOCC2)cc1N(C)S(=O)(=O)c1ccc(C)cc1,i,i,i,i,i,i,i,-3,i,i,i
CCOC(=O)C1Cc2cc3c(cc2C1=O)CC(C(=O)OCC)C3=O (configuration not stated),nt,i,i,nt,i,nt,nt,4,i,i,nt
CCc1cc(C(=O)N2CCc3c([nH]c4ccccc34)C2c2ccc(OC)cc2F)no1 (configuration not stated),i,i,i,i,i,i,i,24,i,i,i
Cc1cccc(NC(=S)N(C)C2(c3ccccc3Cl)CCCCC2=O)c1 (configuration not stated),i,i,i,i,i,i,i,10,i,i,i
O=C1c2ccccc2C(=O)C2OC12 (configuration not stated),i,i,i,i,i,i,43*,21,i,i,nt
COC(=O)c1cc(S(=O)(=O)N2CCN(c3ccc([N+](=O)[O-])cc3)CC2)c[nH]1,i,i,i,i,i,i,i,-12,i,i,i
C(#Cc1ccccc1)CN1CCCCC1,i,i,i,i,i,i,i,13,i,i,i
CCCn1c(NC(=O)c2ccc(C)cc2)nc2ccccc21,i,i,i,i,i,i,i,44,i,i,i
C(=N\Nc1ncnc2nc[nH]c12)/c1cccs1,i,i,i,i,i,i,i,7,i,i,i
COc1cc(C(=O)OCc2nc3ccsc3c(=O)[nH]2)c([N+](=O)[O-])cc1OC,i,i,i,i,i,i,i,-1,i,i,i
O=C(C1CCC(CNS(=O)(=O)c2ccccc2)CC1)N1CCCCC1 (configuration not stated),i,i,i,i,i,i,i,-8,i,i,i
CO/N=C/C(C#N)=C/c1cc(C(=O)c2ccc(F)cc2)cn1C,i,i,i,i,i,i,i,-14,i,i,i
CCNc1nc(NCC)nc(SCC(C)=O)n1,i,i,i,i,i,i,i,-3,i,i,i
COc1cccc(Nc2nc(NCCO)c3ccccc3n2)c1,i,-11*,i,i,i,i,i,1,i,i,i
CC1(C(=O)NCc2cccnc2)CCC(=O)N1CCc1ccccc1 (configuration not stated),i,i,i,i,i,i,i,0,i,i,i
Cc1cccc2c1c(N=NC(N)=S)c(O)n2C1OC(CO)C(O)C(O)C1O (configuration not stated),i,i,i,i,i,i,i,-4,i,i,i

Next records:
molecule,MrgX1 allo act,TRPC6 inhibitor,TRPC4 potent,TMEM16A inh,TRPC6 activator,MrgX1 antagonist,MrgX1 ag,SKKanGAS inh,TRPC4 inh,TRPC4 agonist,ANO1 activ
Cc1onc(-c2c(Cl)cccc2Cl)c1C(=O)ONC(=O)c1cc(C(F)(F)F)cc(C(F)(F)F)c1,i,i,i,i,i,i,i,-1,i,i,i
CCn1nnnc1SCC(=O)N1CCN(c2ccccc2)CC1,i,i,i,i,i,i,i,0,i,i,i
CCN1CCN(Cc2nnc(-c3ccc(C)cc3)o2)CC1,i,i,i,i,i,i,i,3,i,i,i
COc1ccc(S(=O)(=O)NC(Cc2cnc[nH]2)C(=O)O)cc1 (configuration not stated),i,i,i,i,i,i,i,1,i,i,i
CC1CN(C(=O)c2ccc(-c3ccccc3Cl)o2)CC(C)O1 (configuration not stated),i,i,i,i,i,i,i,3,i,i,i
COc1cc(C2C(C(=O)c3ccco3)=C(O)C(=O)N2CCc2ccccc2)ccc1O (configuration not stated),i,i,i,i,i,i,i,3,i,i,i
Cn1ncc(Br)c1C(=O)NC1CCCCCCC1,nt,i,i,nt,i,nt,nt,-1,i,i,i
Clc1ccccc1OCCCOc1cccc2cccnc12,i,i,i,i,i,i,i,46,i,i,i

Bioassay records (PubChem)
